# bIAP act = bovine intestinal alkaline phosphatase activators, primary screen, biochemical, bovine IAP, CDP-star luminescence | alkaline phosphatase, intestinal [Bos taurus] | purified bovine IAP, 30 min; hits give high values; fold of DMSO-control signal, blank-subtracted | activation factor at 20 µM | 200,000 compounds, 0.17% hits;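 active means activation factor of 2 or more at 20 µM, a signal rise over negative controls twice the positive control's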
# PPARg SRC2 recr = agonists of PPARg-SRC-2 recruitment, primary screen, biochemical, HTS; Peroxisome proliferator-activated receptor gamma (Homo sapiens), P37231; AID 1032, 2008; 200,000 compounds, 0.34% hits; PPARgamma LBD-SRC-2 recruitment; activation, % at 8 µM; in the data active means activation above about 22%;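 further: 0% = vehicle and 100% = reference agonist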
# Target sequence (P37231 whole entry, looked up, the tested form may be a part): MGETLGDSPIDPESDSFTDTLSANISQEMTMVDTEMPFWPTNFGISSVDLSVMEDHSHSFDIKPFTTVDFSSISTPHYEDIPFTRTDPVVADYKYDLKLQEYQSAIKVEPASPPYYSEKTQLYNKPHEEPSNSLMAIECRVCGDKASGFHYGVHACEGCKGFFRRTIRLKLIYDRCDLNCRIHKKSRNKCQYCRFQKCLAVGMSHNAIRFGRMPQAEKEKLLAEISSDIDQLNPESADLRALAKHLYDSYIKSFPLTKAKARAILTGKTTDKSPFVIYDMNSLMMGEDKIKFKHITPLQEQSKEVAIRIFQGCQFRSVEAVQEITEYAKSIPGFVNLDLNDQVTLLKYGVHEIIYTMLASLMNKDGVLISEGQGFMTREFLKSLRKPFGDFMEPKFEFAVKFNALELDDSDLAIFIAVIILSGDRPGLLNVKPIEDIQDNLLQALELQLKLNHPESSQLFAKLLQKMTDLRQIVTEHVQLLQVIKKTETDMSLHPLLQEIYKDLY
# TR-FRET SRC-2 ct = TR-FRET signal artefacts, primary screen, artefact control for PPARgamma SRC-2 agonist project, biochemical. TR-FRET artefact counter-screen; hits give high values. TR-FRET ratio at 8 µM. 200,000 compounds, 0.4% hits; in the data active means TR-FRET ratio above about 2000; further: inactives centre near 1500
# PPARg SRC-3 ag = PPARgamma agonists recruiting SRC-3 coactivator, primary screen, biochemical. Peroxisome proliferator-activated receptor gamma (Homo sapiens), P37231. 200,000 compounds, 0.26% hits. AID 731, 2007. activation, % at 8 µM. biochemical PPARgamma/SRC-3 coactivator recruitment assay; in the data active means activation above about 23%;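 further: 0% = DMSO and 100% = reference agonist; some compounds past the cut are filed as inactive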
# TNAP act hiacc = TNAP activators at high phosphate acceptor level, primary screen, biochemical, luminescence, uHTS. Alkaline phosphatase, tissue-nonspecific isozyme (Homo sapiens), P05186. purified TNAP, CDP-star luminescence, 1 M DEA, 30 min; hits give high values; 0 = EDTA background, 1 = DMSO-only activity. activation factor at 20 µM. 200,000 tested, under 10 active;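 active means activation factor at least 2 at 20 µM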
# Target sequence (P05186 whole entry, looked up): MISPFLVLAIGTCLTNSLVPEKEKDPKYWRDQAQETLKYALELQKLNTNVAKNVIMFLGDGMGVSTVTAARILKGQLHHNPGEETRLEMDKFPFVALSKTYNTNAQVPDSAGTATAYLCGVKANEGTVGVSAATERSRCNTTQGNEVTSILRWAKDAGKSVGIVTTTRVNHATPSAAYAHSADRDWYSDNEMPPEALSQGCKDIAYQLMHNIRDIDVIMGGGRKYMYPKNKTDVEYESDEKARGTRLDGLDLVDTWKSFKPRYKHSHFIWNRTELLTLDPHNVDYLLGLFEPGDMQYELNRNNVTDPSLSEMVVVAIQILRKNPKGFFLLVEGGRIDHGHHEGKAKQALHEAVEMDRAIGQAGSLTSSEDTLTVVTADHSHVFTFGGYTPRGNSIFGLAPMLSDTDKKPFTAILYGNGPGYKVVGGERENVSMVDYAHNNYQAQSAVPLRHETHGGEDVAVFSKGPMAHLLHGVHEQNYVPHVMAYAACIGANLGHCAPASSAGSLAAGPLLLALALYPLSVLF
#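 Assay system: human TNAP; Input: enzyme diluted 1/800 final; Reagent: CDP-star luminogenic substrate at 100 µM final; Timing: 30 min, room temperature; Signal: luminescence; Evaluation: TNAP activation factor scaled between EDTA and DMSO control wells.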
# bIAP inhibitor = bovine intestinal alkaline phosphatase inhibitors, primary screen, selectivity assay for TNAP inhibitor project, biochemical, bovine IAP, CDP-star luminescence. alkaline phosphatase, intestinal [Bos taurus]. purified bovine IAP, 30 min. inhibition, % at 20 µM. 190,000 tested, under 10 active. AID 1019, 2008;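 active means over 50% inhibition of intestinal alkaline phosphatase at 20 µM in the single-dose screen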
#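 System: purified bovine intestinal alkaline phosphatase (IAP) enzyme; Input: IAP diluted 1/65,000,000 in the well; Measured by: CDP-star luminescence signal; Compound dosing: 20 µM single dose; Incubation: 30 min reaction at room temperature.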
# TNAP inh noacc = human TNAP enzyme inhibitors, primary screen, biochemical, luminescent, no phosphate acceptor, uHTS; Alkaline phosphatase, tissue-nonspecific isozyme (Homo sapiens), P05186; 200,000 compounds, 0.26% hits; purified TNAP, CDP-star luminescence, 30 min; inhibition, % at 20 µM;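 active means tissue-nonspecific alkaline phosphatase inhibition above about 50% at 20 µM in the single-dose screen, limit read from the data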;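 further: 0% = DMSO negative control and 100% = EDTA positive control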
# PPARg SRC-1 ag = PPARgamma agonists recruiting SRC-1 coactivator, primary screen, biochemical | PPARgamma-SRC-1 coactivator recruitment biochemical assay | 200,000 compounds, 0.41% hits | activation, % at 8 µM | Peroxisome proliferator-activated receptor gamma (Homo sapiens), P37231; in the data active means activation above about 19%;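 further: 0% = DMSO and 100% = reference agonist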
# HMGR II inh = inhibitors of E. faecalis class II HMGR, primary screen, biochemical, Enterococcus faecalis | HMG-CoA reductase (Enterococcus faecalis, mvaE) | 190,000 compounds, 0.41% hits | AID 1066, 2008 | inhibition, % at 10 µM | purified E. faecalis HMGR, NADPH absorbance 340 nm kinetic;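 active means inhibition above a set limit, the median over all tested compounds plus 3 SD, cut at about 9.5% in these data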;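 further: enzyme runs in reverse so mevalonate oxidation gives rising NADPH absorbance; 0% = complete reaction with DMSO and 100% = background rate lacking mevalonate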
# TNAP inh hi DEA = human TNAP enzyme inhibitors, primary screen, biochemical, luminescent, high phosphate acceptor level, uHTS; inhibition, % at 20 µM; 200,000 compounds, 0.03% hits; purified TNAP, CDP-star luminescence, 1 M DEA; Alkaline phosphatase, tissue-nonspecific isozyme (Homo sapiens), P05186; AID 1135, 2008;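 active means over 50% inhibition of tissue-nonspecific alkaline phosphatase at 20 µM in the single-dose screen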;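 further: plate controls were DMSO wells for no effect and EDTA-quenched wells as full inhibition for full effect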
# Numbers without * were called inactive; . = no result given.
# Start of the listing, in advance, 3 compounds:
SMILES,bIAP act,PPARg SRC2 recr,TR-FRET SRC-2 ct,PPARg SRC-3 ag,TNAP act hiacc,bIAP inhibitor,TNAP inh noacc,PPARg SRC-1 ag,HMGR II inh,TNAP inh hi DEA
COc1ccc(-c2cnc3nc[nH]c(=O)c3n2)cc1,1,17,1686,4,1,-1,-7,4,1,-4
O=C(COC(=O)c1ccc(S(=O)(=O)N2CCCC2)cc1)NCc1ccc(Cl)cc1,0.7,1,1655,1,1.1,26,-12,3,0,-8
Cc1ccc(-c2nnc(OCC3CCCO3)c3ccccc23)cc1 (stereo not drawn),0.9,11,1796,7,1,6,-3,4,0,-3

# The list itself, previewed entries included:
SMILES,bIAP act,PPARg SRC2 recr,TR-FRET SRC-2 ct,PPARg SRC-3 ag,TNAP act hiacc,bIAP inhibitor,TNAP inh noacc,PPARg SRC-1 ag,HMGR II inh,TNAP inh hi DEA
COc1ccc(-c2cnc3nc[nH]c(=O)c3n2)cc1,1,17,1686,4,1,-1,-7,4,1,-4
O=C(COC(=O)c1ccc(S(=O)(=O)N2CCCC2)cc1)NCc1ccc(Cl)cc1,0.7,1,1655,1,1.1,26,-12,3,0,-8
Cc1ccc(-c2nnc(OCC3CCCO3)c3ccccc23)cc1 (stereo not drawn),0.9,11,1796,7,1,6,-3,4,0,-3
N#CC(c1ccc(=O)[nH]n1)c1ccc(Cl)cc1Cl (stereo not drawn),1,9,1668,-1,1.1,3,-10,-1,2,-5
Cc1cc2n(n1)C(c1ccc(N(C)C)cc1)Nc1ccccc1-2 (stereo not drawn),1,5,1742,5,1.1,2,5,0,-5,-7
Cc1ccc(C(=O)NNC(=O)c2cccc(C)c2)cc1,1.3,12,1618,4,1,-31,-36,9,-7,-3
CC(/C=N/N1CCN(c2ccccn2)CC1)=C\c1ccccc1,0.8,-8,1374,-1,1,23,-9,-2,3,4
CCOC(=O)c1cc(C(C)C)sc1NC(=O)COC(=O)CCS(=O)(=O)c1ccccc1,1,9,1539,3,1,1,-4,4,-3,-1
c1ccc(OCc2nc(-c3ccncc3)no2)cc1,1.1,7,1594,5,1,-12,-6,0,-7,-4
Cn1ccnc1SCC(=O)NC1CC1,0.8,8,1534,8,1.1,22,-4,-4,-3,-5
O=C(Nc1ccc(Oc2ccc(S(=O)(=O)N3CCOCC3)cn2)cc1)c1ccco1,.,0,1563,-13,.,.,.,5,-5,.
Oc1ccc(-n2cnnn2)cc1,0.9,6,1539,12,1,10,-11,6,-1,1
COc1ccc(OCC(=O)Nc2ccc(N3CCOCC3)cc2)c([N+](=O)[O-])c1,1,1,1581,-3,1,5,-10,2,1,-4
Nc1cc2c(cc1[N+](=O)[O-])OCO2,0.7,8,1687,4,0.8,28,13,10,2,19
CCN(CC(=O)NC1CCS(=O)(=O)C1)C(=O)C(c1ccccc1)c1ccccc1 (stereo not drawn),1,0,1476,9,1,-5,-9,0,-3,3
COc1cc(OC)cc(C(=O)N[C@H](C(=O)NC23CC4CC(CC(C4)C2)C3)C(C)C)c1,1,4,1595,0,1.1,5,-9,-1,0,-6
O=C(NCc1ccco1)c1cc2ccccc2c(=O)o1,1,-4,1336,-4,1,4,-1,2,-2,3
O=C(NC(=S)Nc1ccc2oc(=O)ccc2c1)c1ccc(-c2cccc(Cl)c2Cl)o1,0.9,7,1683,6,1,11,13,-4,0,3
Cc1ccccc1-c1noc(C2CCCCC2)n1,0.9,-6,1449,-8,1,9,-1,1,-1,2
CCOC(=O)N1CCN(C(=O)CCCCn2c(=S)[nH]c3ccsc3c2=O)CC1,1.1,14,1769,5,1,-11,0,13,-5,0
OCCn1c(CSc2nnc(-c3ccco3)n2-c2ccccc2)nc2ccc(Cl)cc21,1,-2,1515,-7,1,0,-5,-4,3,3
CC1CCc2nc(NC(=O)c3ccc(S(=O)(=O)N4CCCc5ccccc54)cc3)sc2C1 (stereo not drawn),0.9,-4,1616,-5,1,6,-10,-2,0,-4
CCOC(=O)c1cc2c(ccn2C)n1Cc1cc(C)ccc1C,1.2,7,1515,11,1,-15,0,12,-4,-3
CCCn1c(=O)c2ccccc2n2c(SCC(=O)c3cc(C)n(CCOC)c3C)nnc12,1,.,.,.,1,-1,-3,.,.,-2
CC(C)n1ncc(C(N)=O)c1N,1,5,1549,15,1,2,-7,4,-1,4
N#Cc1c(N)nc2c(c1-c1cccs1)CCCC2,0.8,13,1588,3,1,19,-2,0,-2,-1
O=C(Nc1ccc(Cl)c(C(F)(F)F)c1)c1ccncc1,1,8,1675,-2,1,1,-4,5,0,0
O=C(CNC(=O)c1ccccc1)OC(C(=O)c1ccccc1)c1ccccc1 (stereo not drawn),0.9,3,1652,3,1,8,-15,2,2,-5
Cc1cc(NC(=O)CSc2nc(-c3ccccc3)c(C#N)c(=O)[nH]2)no1,1,11,1694,11,1,2,-6,15,-7,-4
COc1cc(/C=N/NC(=O)CCc2c(C)n[nH]c2C)cc(OC)c1OC,1.2,-4,1453,3,1.1,-19,-17,-6,-1,-6
CC(NC(=O)CN1CCc2ccccc21)c1ccccc1 (stereo not drawn),0.9,0,1665,6,1,10,-5,1,-6,0
O=C(N/N=C/C1CC2CCC1C2)c1ccc2c(c1)OCO2 (stereo not drawn),1,3,1626,1,1,-2,-6,7,1,0
C(=N\c1c(-c2ccccc2)nc2n1CCS2)/c1ccccc1,0.9,10,1537,3,1,14,5,2,3,2
CCCc1cc(=O)[nH]c(SCc2cc(=O)oc3cc(C)c(C(C)C)cc23)n1,0.6,2,1387,0,1,40,-9,-6,4,0
CCOC(=O)c1c(NC(=O)c2ccc(Cl)cc2)csc1C,0.8,5,1611,2,1,16,-7,-3,-2,-2
COCC(C)n1c(C)cc(C(=O)COc2ccc(C)nc2[N+](=O)[O-])c1C (stereo not drawn),1,-4,1549,-2,0.9,0,0,6,2,7
CCn1c(CSc2nnc(-c3ccoc3C)n2C)nc2cc(S(=O)(=O)N(C)C)ccc21,.,-3,1300,-11,.,.,.,-3,1,.
O=C(/C=C/c1ccccc1Cl)NCCc1ccccc1,0.8,4,1600,3,1,25,-1,-4,-5,0
O=C(CSc1nnc(CNc2ccc(F)cc2)o1)c1ccccc1,1.1,4,1424,5,1,-6,-7,-3,-4,-1
CCOC(=O)C(=O)/C(C#N)=C/Nc1ccc(Cl)cc1,1,2,1511,-1,1,3,-8,-5,-8,2
Oc1ccccc1/C=N/n1c(-c2cccs2)n[nH]c1=S,0.9,-5,1408,-6,1,8,41,1,-1,0
Cc1nnc(NC(=O)CSc2nnnn2Cc2ccccc2)s1,0.9,7,1423,-15,1,15,-8,3,-3,-2
COc1ccc(N2C(=O)CN=C2Nc2cccc(C)c2C)cc1OC,0.9,7,1399,-4,1.1,5,-16,-1,-8,-9
C/C=C/Cn1c(SCc2ccc(C)cc2)nc2c1c(=O)[nH]c(=O)n2C,0.9,0,1448,5,1.1,12,-11,-4,0,-7
COc1ccc2c(c1)C1NC(=S)NC(C)(O2)C1C(=O)Nc1ccc(Cl)cc1 (stereo not drawn),0.9,8,1357,-3,1,9,-8,-4,-2,-2
Cc1ccc(COc2ccc(/C=N/NC(=O)CN3CCCCC3)cc2)cc1,1.1,9,1826,1,1.1,-10,-13,17,3,-5
O=[N+]([O-])c1cccc2ccc(/C=C/c3ccc(Cl)cc3)nc12,1.3,1,1505,2,1,-26,0,-7,0,3
N#Cc1cccc(NC(=O)COC(=O)c2ccccc2C(=O)c2ccc(Cl)c([N+](=O)[O-])c2)c1,1,4,1541,-1,1,1,-1,3,-1,1
COc1ccc(S(=O)(=O)Nc2ccc(NC(C)=O)cc2)cc1,0.7,-3,1603,5,1.1,35,-12,7,1,-7
CCC(C)n1c(-c2cccs2)nc2nc3ccccc3nc21 (stereo not drawn),0.8,-1,1407,2,1,17,-6,-3,-5,-4

# Other records.
SMILES,bIAP act,PPARg SRC2 recr,TR-FRET SRC-2 ct,PPARg SRC-3 ag,TNAP act hiacc,bIAP inhibitor,TNAP inh noacc,PPARg SRC-1 ag,HMGR II inh,TNAP inh hi DEA
Cc1ccc2cc3cc(C(=O)NCCCN4CCCCCC4)oc3nc2c1,0.9,-5,1496,-19,1,7,-9,5,-4,0
O=C(CSc1ccc(-c2ccccn2)nn1)c1ccc([N+](=O)[O-])cc1,0.9,9,1674,7,1,10,-11,1,3,3
Cc1c(Cl)cccc1NS(=O)(=O)c1ccc2c(c1)C1C=CCC1C(c1ccc(C(=O)O)cc1)N2 (stereo not drawn),0.9,10,1638,4,1,13,-1,15,2,0
CCN(CC)CCOC(=O)c1ccc(NC(=O)C(C)NC(=O)C23CC4CC(CC(C4)C2)C3)cc1 (stereo not drawn),0.9,-13,1549,7,1,7,-12,4,-5,-2
O=C(NCc1cccnc1)NC1CC(=O)N(c2ccc3c(c2)OCCO3)C1 (stereo not drawn),1.1,1,1578,-4,1,-9,-13,7,0,-4
CC(C)N1CCCC(CNC(=O)CCc2nnc(CCCCc3ccccc3)o2)C1 (stereo not drawn),1.1,-2,1470,-5,1.1,-6,-14,-6,-1,-6
CCCCCC1CC(CC(=O)NC(=S)Nc2ccc([N+](=O)[O-])cc2)C(=O)O1 (stereo not drawn),1.2,3,1762,5,1,-16,6,8,-9,2
CCCn1c(=O)c2ccccc2n2c(SCc3cc(=O)n4ccsc4n3)nnc12,.,1,1597,-5,.,.,.,8,.,.
Cc1ccccc1NC(=O)CNC(=O)c1ccc(C(F)(F)F)cc1,1,0,1688,8,1,0,-14,9,-5,0
C=CCNC(=O)Cc1c(OC)ccc2cc(Br)ccc12,1.1,11,1842,7,1.1,-8,-8,12,0,-6

# Quoted from the listing.
# For bIAP inhibitor, COc1cc(OC)cc(C(=O)N[C@H](C(=O)NC23CC4CC(CC(C4)C2)C3)C(C)C)c1 has the entry 5
# For bIAP inhibitor, CCOC(=O)c1cc(C(C)C)sc1NC(=O)COC(=O)CCS(=O)(=O)c1ccccc1 has the entry 1

# The results go on.
SMILES,bIAP act,PPARg SRC2 recr,TR-FRET SRC-2 ct,PPARg SRC-3 ag,TNAP act hiacc,bIAP inhibitor,TNAP inh noacc,PPARg SRC-1 ag,HMGR II inh,TNAP inh hi DEA
Nc1nc(C2C(=O)CCCC2=O)cs1,0.9,1,1583,2,1.1,7,-8,0,-5,-5
COC(=O)c1cccc(NC(=O)Nc2ccc(Cl)c(Cl)c2)c1,0.9,7,1741,-9,1,10,-15,-3,0,-4
COc1ccc(N2CCN(C(=O)CSc3nc4[nH]ncc4c(=O)n3-c3cccc4ccccc34)CC2)cc1,0.7,4,1812,1,1.1,27,-8,0,-5,-5
COc1ccccc1OCC#CCSc1ncccn1,1.1,-1,1517,-1,1,-6,-7,4,1,-3

# Compound activity deposited in PubChem by several laboratories.
